# mcGAS MS inh: blocks mouse cGAS cGAMP production; Q8C6L5; recombinant mouse cGAS, cGAMP by RapidFire MS; inhibition, % at 12.5 µM; 130,000 compounds, 0.18% hits;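 active means inhibition of cGAS enzyme activity at or above 60%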;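 further: enzyme stimulated by 45 bp dsDNA with ATP and GTP substrates; cGAMP share of summed cGAMP plus half ATP and half GTP signals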
# Target sequence (Q8C6L5 whole entry, looked up): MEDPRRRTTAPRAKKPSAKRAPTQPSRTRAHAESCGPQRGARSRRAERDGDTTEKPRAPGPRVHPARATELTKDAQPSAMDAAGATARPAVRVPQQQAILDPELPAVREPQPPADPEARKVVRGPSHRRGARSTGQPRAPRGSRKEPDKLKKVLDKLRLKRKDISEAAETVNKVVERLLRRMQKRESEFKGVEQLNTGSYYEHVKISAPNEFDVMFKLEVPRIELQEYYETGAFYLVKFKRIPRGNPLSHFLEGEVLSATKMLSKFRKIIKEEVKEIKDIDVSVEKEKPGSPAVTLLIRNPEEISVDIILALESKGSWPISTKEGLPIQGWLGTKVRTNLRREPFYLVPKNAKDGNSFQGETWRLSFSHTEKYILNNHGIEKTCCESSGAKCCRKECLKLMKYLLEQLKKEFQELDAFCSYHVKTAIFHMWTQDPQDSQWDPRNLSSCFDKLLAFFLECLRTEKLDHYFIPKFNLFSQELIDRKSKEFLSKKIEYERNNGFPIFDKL
# * hit, by the source's call; & = joins results of further samples.
mcGAS MS inh | Structure
-2.0 | O=C(NCc1ccccn1)C1CCN(C2CCN(C(=O)C3=CCCC3)CC2)CC1
-21.8 | COCCN(Cc1cccs1)C(=O)C1CCCN1C(=O)C1CCCCC1 (stereo not given)
-0.6 | O=C(CC1CSc2nccc(=O)n21)NCc1cccnc1 (stereo not given)
-6.6 | CSc1ccc2cc(CN3CCN(C)C(C(=O)O)C3)c(=O)[nH]c2c1 (stereo not given)
-17.8 | CCc1ccccc1OCCN(C)C(=O)c1c(O)cccc1F
-11.7 | CNC(=O)c1ccccc1NCc1ncnn1C
-11.8 | COc1cccc2c1OCCCN(C(=O)c1cccc(Cn3cccn3)c1)C2
-5.9 | O=C(COc1ccccc1)NCCN1CCn2cc(OCc3ccccc3)c(=O)cc2C1=O
0.8 | CCN1CCCC1CNC(=O)C1CCCCN1S(C)(=O)=O (stereo not given)
-21.0 | CCn1cc(Cl)c(C(=O)N2CCC(Cc3nnc(SC)n3C)CC2)n1
-15.5 | CCn1nnc2c(NCc3ccc(Cl)cc3)ncnc21
36.6 | CCN(CC(=O)Nc1c(C#N)c(C)c(C)n1C1CCCC1)CC1COc2ccccc2O1 (stereo not given)
-5.3 | CCCCN1CCN(Cc2ncccc2C(=O)O)CC1
-40.2 | CC(c1ccccn1)N(C)Cc1ccc(C#CC(C)(C)O)s1 (stereo not given)
-11.4 | Cc1nc(N(C)C)nc(NCc2nc3ccccc3c(=O)[nH]2)c1C
-22.1 | Cc1ccc(N2CCC(C(=O)N3CCC(n4c(C)ccc4C)CC3)C2=O)cc1C (stereo not given)
-4.7 | CC(C)CCCC1CN(C(=O)CCN2CCCCO2)CCO1 (stereo not given)
-7.4 | COc1ccccc1C(C)NC(=O)c1cc(-c2csc(C)n2)c[nH]1 (stereo not given)
-5.3 | CCOC(=O)c1sc(N(Cc2ccccc2)C(=O)COC(=O)c2cc(C)oc2C)nc1C
-3.5 | CCn1c2ccccc2c2cc(Nc3cc(-c4cc(OC)c(OC)c(OC)c4)ncn3)ccc21
-22.0 | CCOC(=O)C1CCN(C(=O)c2cn(C)c3c(=O)n(-c4ccccc4)c(=O)[nH]c23)CC1
-1.8 | CCCCCNC(=O)COc1ccccc1O
0.6 | COc1ccc2[nH]c3c(c2c1)CN(Cc1cn[nH]c1C(=O)O)CC3
-8.1 | COc1ccc(C(=O)c2c[nH]cc2-c2ccccc2)cc1
-11.0 | CCOC(=O)CSc1nc2sc(C)c(C)c2c(=O)[nH]1
6.2 | CN(C)c1nc(Oc2ccc(/C=N\O)cc2)nc(N(C)C)n1
-19.9 | CN(C(=O)C1=NCC(=O)N(c2ccccc2)N1)C1CCCCC1
-1.8 | CCNCC1COc2ccccc2O1 (stereo not given)
-11.8 | O=C(c1[nH]nc(-c2ccccc2)c1Br)N1CCC2(CC1)OCCO2
-1.5 | CCOC(=O)Cn1ncc2c1CCN(C(=O)c1ccc(C(F)(F)F)cc1)C2
-6.0 | O=C(c1ccc(F)cc1)N1CCCC(OCc2cccc([N+](=O)[O-])c2)C1 (stereo not given)
-4.1 | Cc1cccc(-n2c(-c3ccccc3F)n[nH]c2=S)c1
-4.0 | COc1cc(/C=C/c2[nH]c(=O)[nH]c(=O)c2[N+](=O)[O-])cc(Cl)c1O
7.2 | Cc1ccc(CNC(=O)C2CCN(c3ccc(Cl)nn3)CC2)n1C
-4.8 | CCC(=C(c1ccccc1)c1ccc(OCCN(C)C)cc1)c1ccccc1
-1.1 | COc1cccc(CN(C)Cc2nc(Cc3ccccc3Cl)no2)c1
-8.4 | CC1CC1CN(C(=O)Cc1ccc(C#N)cc1)C(C)C (stereo not given)
-5.1&-1.8 | Cc1cccn2c(=O)c3cc(C(=O)N(C(C)C)C(C)C)sc3nc12
-7.3 | CN(C)CCNC(=O)NCC12CC3CC(C1)CC(c1ccccc1)(C3)C2
-3.6 | Cc1nc(-c2cc(C)n(CC(=O)NCC3CCC3)c2C)cs1
-5.5 | CCOc1ccc(N2CC(C)Cn3c2nc2c3c(=O)n(CC(C)=O)c(=O)n2C)cc1 (stereo not given)
-7.4 | O=C(c1cn(C2CCCCC2)nn1)N1CCC(C(=O)N2CCCCC2)CC1
21.0 | S=c1[nH]nc(CN2CCCCC2)o1
-5.4 | CCOC(=O)CN1C(=O)c2ccccc2NC12CCN(C(=O)c1cc3ccccc3[nH]1)CC2
-11.9 | O=c1oc2ccccc2n1CN1CCCCC1c1nc2ccccc2s1 (stereo not given)
-2.0 | CC(=O)NCCC(=O)NC(C)c1ccc(Oc2ccccc2)cc1 (stereo not given)
-14.4 | CCn1c(O)c(C=NCCNC(C)=O)c(=O)n(CC)c1=S
-5.6 | Cn1nc(C2CCN(C(=O)[C@H]3C[C@@H]4C=C[C@H]3C4)CC2)n(-c2ccccc2)c1=O
-7.1 | CC(C)(C)c1cc(C(=O)c2cccs2)cc(C(C)(C)C)c1O
-9.0 | CCC(c1nc(C(C)C)nn1-c1ccccn1)n1cccn1 (stereo not given)

# Grouped by structure: the compounds so far containing a cyano group.
mcGAS MS inh | Structure
36.6 | CCN(CC(=O)Nc1c(C#N)c(C)c(C)n1C1CCCC1)CC1COc2ccccc2O1 (stereo not given)
-8.4 | CC1CC1CN(C(=O)Cc1ccc(C#N)cc1)C(C)C (stereo not given)

# Going on with the list:
mcGAS MS inh | Structure
-34.9 | CCc1cc(F)ccc1OCc1nc(CC2CC2)no1
-18.2 | CC(C)SCCNC(=O)c1cnn2ccn(C)c12
-4.7 | CC(O)CN(C(=O)NC(C)C)C(C)C (stereo not given)
-10.8 | CC(Cc1cn(CCCN2CCCC2=O)nn1)c1ccccc1 (stereo not given)
-0.3 | Cc1ccc(OCc2cc(C(=O)N3CCC(C(=O)c4ccccc4)CC3)no2)cn1
-10.4 | COC(=O)C1=C(C)NC(C)=C(C(=O)NCCCN2CCC(c3ccccc3)(c3ccccc3)CC2)C1c1ccc([N+](=O)[O-])cc1 (stereo not given)
-25.8 | Cc1nc2ccccc2n1CCC(=O)N1CCC(O)(CN(C)C)C1 (stereo not given)
-27.5 | CCN(CC)c1ccc(CN(C)C(=O)NNC(=O)c2ccccn2)cc1
1.6 | O=C(Nc1cccn(CC(F)(F)F)c1=O)c1ccc(Cl)cn1
-25.4 | COCc1ncc(CN2CCN(c3cccc(C(C)C)n3)CC2)cn1
-4.8 | Cc1cc(C)n(CC(C)NC(=O)C2CCN(S(=O)(=O)c3ccc(C(C)C)cc3)CC2)n1 (stereo not given)
-2.3 | Cc1ccc2cc(NC(=O)C3(C)CCCN(C)C3)ccc2n1 (stereo not given)
-4.5 | CC(N(C)C(=O)/C=C/c1ccc2ccc(Cl)cc2n1)C(C)(C)C (stereo not given)
-14.5 | OC1CCN(c2ccnc(-c3ccc(-c4ccn[nH]4)cc3)n2)CC1
-32.9 | COc1ccc(CCNCC(=O)Nc2cccc(C)c2C)cc1
-8.1 | Cc1cccc(C)c1OCCCN(C)C(=O)c1c(C)nc2ncccn12
-6.2 | COCc1cc(CNC2CCCC(C)(C)C2)n[nH]1 (stereo not given)
7.2 | Cn1cc(C(=O)Nc2ccc(Cl)cc2)c(-c2ccc3c(c2)OCCCO3)n1
-4.2 | CC1=CC(C)C2(CO)COC(c3ccc4c(c3)OCO4)C1C2C (stereo not given)
-15.5 | O=C(CSc1nnnn1C1CCCC1)N1CCNC1=O
-36.3 | CCn1c(C2CCN(Cc3ccc4cc(F)ccc4n3)CC2)nn(C)c1=O
-5.7 | Cc1ccccc1C(=O)NC1CCN(c2ccccc2C#N)CC1
-3.1&-1.8 | Cn1c(=O)c2c(ncn2CCC#N)n(C)c1=O
-9.1 | CCc1nc(C)c(C(=O)N(Cc2nccn2C)C2CC2)s1
-3.3 | CC(=O)N1CCN(C(=O)CC2c3ccccc3CCc3ccccc32)CC1
-6.6 | CCN(CCO)C(=S)Nc1ccc(OC)cc1
-0.3 | Cc1ccsc1C(=O)NCCC(C)S(C)=O (stereo not given)
-3.4 | CCCCCNC(C)C1Oc2ccccc2OC1(C)C (stereo not given)
5.4 | CC(=O)NCCCCCCNC(C)=O
-1.5 | COc1ccc(Cc2cnc(N)nc2N)cc1OC
-12.5 | c1cc(-c2ccc(CN3CCCCC3)cc2)[nH]n1
-7.4 | Nc1nc(F)nc2c1ncn2[C@@H]1O[C@H](CO)[C@@H](O)[C@@H]1O
-7.5 | Cc1ccc(-c2cccc(C(=O)N[C@H]3C[C@H]4C(=O)N(C)CC(=O)N4C3)c2)o1
3.7 | CC(NC1CC1)c1ccccc1F (stereo not given)
-2.2 | O=C(CSc1nnc(NC(=O)c2ccc(N3C(=O)CCC3=O)cc2)s1)Nc1nccs1
1.2 | Cc1cc(C)n(Cc2cc(C(=O)N3CCN(c4ccccc4)C(=O)C3)n[nH]2)n1
17.7 | O=C(Cc1nc2ccccc2[nH]1)c1cc(Cl)c(O)cc1O
-7.0 | COc1cc(NCc2ncc[nH]2)ccc1Br
-2.9 | Cc1nnc(CNC(=O)c2ccccc2NCc2sccc2C)o1
-11.2 | CC1(C(=O)Nc2ccccc2Cc2ccccc2)CCN1Cc1ccccc1OC(F)F (stereo not given)
-4.5 | O=c1c2cccc3c2c(nn1CCN1CCCCC1)-c1ccccc1-3
-18.3 | O=C(c1ccc(F)cc1)C1CCN(CCn2c(=S)[nH]c3ccccc3c2=O)CC1
-1.4 | Cc1ccc(N2CC(C)Cn3c2nc2c3c(=O)n(CCCO)c(=O)n2C)cc1 (stereo not given)
2.6 | Fc1ccc(N2CCN(Cc3nc(-c4ccc(Cl)cc4)no3)CC2)cc1
-5.1 | CC1(C(=O)Nc2cccc3c2CCCC3)CCN1C(=O)c1cccc(F)c1 (stereo not given)
-1.2 | O=C(c1ccccc1)c1c(Nc2ccc(F)cc2)[nH]c(=O)c2ccccc12
-9.0 | Cc1noc(C(NS(=O)(=O)/C=C/c2ccccc2)C(C)C)n1 (stereo not given)
1.2 | Cc1nc(CN2CCN(C(=O)c3cn(Cc4ccccc4Cl)nn3)CC2)cs1
7.8 | Cc1ccc(-c2nc(CN3CCNC(=O)C3Cc3ccccc3)c(C)o2)s1 (stereo not given)
-14.9 | O=C(CC(=O)NC12CC3CC(CC(C3)C1)C2)NCC1CC(=O)N(C2CC2)C1 (stereo not given)

# Taken from the entries so far, 4 compounds:
mcGAS MS inh | Structure
-2.0 | O=C(NCc1ccccn1)C1CCN(C2CCN(C(=O)C3=CCCC3)CC2)CC1
-21.8 | COCCN(Cc1cccs1)C(=O)C1CCCN1C(=O)C1CCCCC1 (stereo not given)
-0.6 | O=C(CC1CSc2nccc(=O)n21)NCc1cccnc1 (stereo not given)
-6.6 | CSc1ccc2cc(CN3CCN(C)C(C(=O)O)C3)c(=O)[nH]c2c1 (stereo not given)

# The list goes on.
mcGAS MS inh | Structure
-12.7 | CN(Cc1ccc(C(N)=O)cc1)C(=O)Cc1ccccc1Cl
-9.6 | CC(C)CCCC1CN(C(=O)c2ccccc2N2CCOCC2)CCO1 (stereo not given)
3.5 | CCC(NC(=O)Nc1ccc(-n2cncn2)nc1)c1ccc(C)cc1 (stereo not given)
-23.6 | COc1cc(C(=O)Nc2c(C)nn(C)c2C)ccc1OCc1cscn1
-7.2 | CCCSCC(=O)Nc1ccc(F)cc1NC1CC1
-4.8 | CCC1CN(C(=O)C2(C(=O)NC)CCC2)CCN1CCOC (stereo not given)
-9.2 | CC1Cc2ccccc2N1C(=O)CSc1nnc(-c2cccs2)o1 (stereo not given)
-4.7 | CC1(C(=O)NS(=O)(=O)c2ccc(Cl)cc2)CCN1C(=O)CCC1CCCC1 (stereo not given)
-15.8 | CCCc1noc2nc(-c3ccco3)cc(C(=O)O)c12
-3.9 | COC(=O)CN1C(=O)CC1SC(c1ccccc1)(c1ccccc1)c1ccccc1 (stereo not given)
-26.0 | CCN(NC(=O)CCS(=O)(=O)C1CCCC1)c1ccc(C)cc1
-4.7 | CS(=O)(=O)c1ccc(Nc2nc(C(=O)NCc3ccncc3)cs2)cc1
-3.5 | O=C(CC1=CCCCC1)N1CCCC(Nc2ccc3c(c2)OCCO3)C1 (stereo not given)
-12.4 | Cc1cc(C(=O)N2CCC2(C)C(=O)NS(=O)(=O)c2ccc(Br)cc2)nn1C (stereo not given)
-4.0 | O=c1[nH]c(O)c(C=Nc2nc3ccccc3nc2N2CCCC2)c(=O)[nH]1
-13.1 | O=C(Cc1cccnc1)N1CCC(Cc2n[nH]c(=O)n2-c2ccccc2)CC1
3.2 | Cc1cc(NC(=O)C2CCCN(C(=O)c3ccc(Cl)cc3)C2)no1 (stereo not given)
48.0 | CN1CCN(c2nc3ccccc3nc2NS(=O)(=O)c2cc(Cl)ccc2Cl)CC1
-9.5 | CCOC(=O)CC(C)SCc1cn2ccsc2n1 (stereo not given)
-5.1 | O=C(c1n[nH]c2c1CCCC2)N(CC1CCN(C2CCCC2)CC1)CC1CCCO1 (stereo not given)
-6.0 | CCCc1nc2ccccc2n1CC(=O)NCc1ccccc1F
2.4 | NC(=O)c1cccc(Cn2c(-c3ccccc3Cl)csc2=O)c1
-21.0 | CCN(CC)Cc1cnc2c(C(=O)NC3Cc4ccccc4C3)cnn2c1
-5.1 | CCc1ccc(C2=C(C(C)=O)Sc3nnc(C)n3N2C(C)=O)cc1
-7.7 | CCC(=O)Nc1cccc(C(=O)N(Cc2ccccn2)CC(C)C)c1
-2.7 | CCN(CC)CCCN1CCc2c(C)c(C#N)c3nc4ccccc4n3c21
-45.7 | COc1cccc(OC)c1-c1ccc(C(=O)NC2CCCCC2)o1
-10.3 | COc1ccc(N2C(=O)CSC2c2ccc(SC)cc2)cc1 (stereo not given)
-10.6 | CC(Sc1nc(-c2ccco2)nc2ccccc12)C(=O)N1CCOCC1 (stereo not given)
-2.8 | Cc1cccc(-n2nc(C)cc2NC(=O)C2CCCO2)c1 (stereo not given)
-6.9 | CC1CN(c2nc3c([nH]2)c(=O)n(C)c(=O)n3C)CC(C)O1 (stereo not given)
-4.2 | Nc1ccc(N2CCCC2)c(C(=O)NCc2ccccc2)c1
-8.1 | CN(CC(=O)N1CCC(Nc2ccccc2)C1)c1ccc(C#N)cn1 (stereo not given)
-13.6 | CN1CC2(CCCN(C(=O)c3cccc4nccnc34)C2)OC1=O (stereo not given)
-5.1 | O=C1CCc2cc(S(=O)(=O)NCCC(c3ccccc3)c3ccccc3)cc3c2N1CC3
-9.6 | Cn1c(CN2CCCCC2c2ccccn2)cc2cc(F)ccc21 (stereo not given)
-12.0 | CC(=O)c1ccc(F)cc1-c1ccc(C(C)N2CCOCC2)cc1 (stereo not given)

# Screening results as filed in PubChem BioAssay.

# Not all compounds are listed; count on the stated rates, not on these rows.
